PKA-R2B act: activators of PKA-R2B holoenzyme, primary screen, biochemical, fluorescence polarization, Cy5-IP20, human; PKA-R2B holoenzyme dissociation; R2B truncated from residue 108, S112A mutant; 0% DMSO only, 100% 113 µM cGMP; cAMP-dependent protein kinase catalytic subunit beta (Homo sapiens) + cAMP-dependent …; 340,000 compounds, 0.079% hits; activation, % at 11.4 µM;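 active = activation above a cutoff set at the mean over all compounds plus 3 SD, cut at about 18% in these data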;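 note: higher means more holoenzyme dissociation and a rise in polarization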
Target sequence (P31323 whole entry, looked up, other chains not shown, the tested form may be a part): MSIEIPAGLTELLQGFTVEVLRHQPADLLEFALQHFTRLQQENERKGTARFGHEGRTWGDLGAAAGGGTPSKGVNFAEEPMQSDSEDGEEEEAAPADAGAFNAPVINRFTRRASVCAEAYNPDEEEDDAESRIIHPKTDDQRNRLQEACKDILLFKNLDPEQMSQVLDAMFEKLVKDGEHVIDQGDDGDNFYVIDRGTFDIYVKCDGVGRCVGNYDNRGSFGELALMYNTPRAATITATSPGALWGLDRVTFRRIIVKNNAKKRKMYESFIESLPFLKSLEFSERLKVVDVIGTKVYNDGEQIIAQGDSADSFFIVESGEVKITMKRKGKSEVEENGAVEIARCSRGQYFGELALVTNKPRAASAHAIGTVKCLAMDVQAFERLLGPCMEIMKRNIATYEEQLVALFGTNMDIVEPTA
CAL PDZ FP-1: untagged CAL PDZ binding inhibitors, primary screen, biochemical, fluorescence polarization, HTS; Golgi-associated PDZ and coiled-coil motif-containing protein (Homo sapiens), Q9HD26; purified CAL PDZ, TMR-peptide fluorescence polarization, 1 h; inhibition, % at 24.9 µM; 300,000 compounds, 0.92% hits; AID 602252, 2012;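 active = mean inhibition of at least 30% with at least half of replicates also reaching 30%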;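 note: 0% = DMSO neutral control and 100% = excess unlabeled competitor peptide PRC23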
Keap1 Nrf2 FP: Keap1-Nrf2 protein-protein interaction inhibitors, primary screen, biochemical, fluorescence polarization, single point | Kelch-like ECH-associated protein 1 (Homo sapiens), Q14145 | Keap1 Kelch-Nrf2 peptide fluorescence polarization, 1536-well | inhibition, % at 9.4 µM | 340,000 compounds, 0.15% hits; in the data active = inhibition above about 12%;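 note: human Keap1 Kelch domain with fluorescein labeled Nrf2 9mer peptide probe; 0% = neutral control wells and 100% = peptide positive control; higher means more block of Keap1 binding to Nrf2 peptide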
C-LANA FP: inhibitors of KSHV C-LANA binding to DNA, primary screen, biochemical, fluorescence polarization, FAM-LBS DNA, MBP-C-LANA, single point; Kaposi's sarcoma herpesvirus LANA C-terminal domain (residues 932-1162) DNA binding; inhibition, % at 9 µM; 340,000 compounds, 0.078% hits; AID 504423, 2011;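 active = highest replicate inhibition at or above 60% at 9 µM, even if other replicates fall short; inactive = all replicates below 60% inhibition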;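 note: 0% = neutral control wells and 100% = 4 µM acridine orange control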
RTF Ca sens inh: cardiac RTF calcium sensitivity inhibitors, primary screen, biochemical, IANBD-TnC fluorescence, EC70 calcium; Troponin I, cardiac muscle (Homo sapiens) + Troponin T, cardiac muscle (Homo sapiens) + …; IANBD-labeled cardiac RTF, Ca2+ fluorescence; inhibition, % at 7.15 µM; 340,000 compounds, 0.12% hits; AID 493244, 2011;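 active = inhibition above the mean inhibition of all tested compounds plus 3 SD, cut at about 17% in these data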;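 note: assay run at fixed EC70 calcium of 1.6 mM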
CAL PDZ FP-2: CAL PDZ peptide-binding inhibitors, primary screen, biochemical, fluorescence polarization, Cer-tagged CAL PDZ, HTS | Golgi-associated PDZ and coiled-coil motif-containing protein (Homo sapiens), Q9HD26 | purified CAL PDZ, TMR-peptide fluorescence polarization, 1 h | inhibition, % at 20 µM | 330,000 compounds, 0.02% hits | AID 504414, 2011;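 active = highest replicate inhibition of at least 40%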;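 note: plate controls were DMSO neutral control wells for no effect and unlabeled competitor peptide control wells for full effect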
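Material: tagged CAL PDZ domain; buffer or medium: 25 mM sodium phosphate pH 7.4, 150 mM NaCl, TCEP, IgG, Thesit; compound dosing: single point, 20 µM; schedule: 1 h incubation at room temperature before polarization reading; measured by: FP readout, S and P plane fluorescence; read-out basis: percent inhibition from loss of millipolarization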
DAGLB inh: DAGLB lipase inhibitors, primary screen, biochemical, fluorescence, HTS; HEK293T DAGLB membrane lysate, EnzChek fluorogenic substrate; inhibition, % at 5.17 µM; 340,000 compounds, 0.059% hits; AID 504411, 2011; in the data active = inhibition above about 34%;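 note: 0% = enzyme with vehicle and 100% = wells lacking enzyme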
Target sequence (Q8NCG7 whole entry, looked up): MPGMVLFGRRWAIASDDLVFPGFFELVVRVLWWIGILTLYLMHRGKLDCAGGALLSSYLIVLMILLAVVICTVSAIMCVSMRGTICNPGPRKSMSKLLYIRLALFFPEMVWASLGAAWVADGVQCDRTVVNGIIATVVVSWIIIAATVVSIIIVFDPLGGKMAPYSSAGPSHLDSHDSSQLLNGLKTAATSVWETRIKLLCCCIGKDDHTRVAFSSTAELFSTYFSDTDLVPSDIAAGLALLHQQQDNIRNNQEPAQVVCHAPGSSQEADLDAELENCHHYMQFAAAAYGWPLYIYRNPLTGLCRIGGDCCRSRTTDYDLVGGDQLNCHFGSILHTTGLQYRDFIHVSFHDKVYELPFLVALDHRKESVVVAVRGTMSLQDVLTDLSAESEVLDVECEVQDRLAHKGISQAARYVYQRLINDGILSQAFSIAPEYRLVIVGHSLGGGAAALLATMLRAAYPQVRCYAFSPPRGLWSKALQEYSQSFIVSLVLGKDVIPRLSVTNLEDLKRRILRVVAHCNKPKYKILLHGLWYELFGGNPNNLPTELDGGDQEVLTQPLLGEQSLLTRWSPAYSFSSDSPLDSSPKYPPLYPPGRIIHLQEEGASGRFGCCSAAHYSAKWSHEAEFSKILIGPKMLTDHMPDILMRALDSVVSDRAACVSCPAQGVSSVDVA
RTF Ca sens act: cardiac RTF calcium sensitivity activators, primary screen, biochemical, IANBD-TnC fluorescence, EC20 calcium. Troponin I, cardiac muscle (Homo sapiens) + Troponin T, cardiac muscle (Homo sapiens) + …. IANBD-labeled TnC RTF fluorescence at EC20 calcium; 0% EC20 calcium, 100% full calcium. activation, % at 7.2 µM. 340,000 compounds, 0.24% hits. AID 493008, 2010;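 active = activation above the mean over all tested compounds plus 3 SD, cut at about 30% in these data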;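 note: rise in fluorescence read as greater calcium sensitivity of cardiac thin filaments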
SR-BI DiI-HDL act: activators of SR-BI mediated DiI-HDL uptake, primary screen, ldlA[mSR-BI] CHO cells, DiI fluorescence; 3 h; 100 = double the neutral-control signal; activation, % at 12.5 µM; 320,000 compounds, 0.096% hits;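 active = mean replicate activation of at least 60% and every replicate at or above 60%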;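 note: 0% = median plate neutral-control signal and 100% = twice that signal; values of inactives mirror those of a sister screen read the other way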
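material = CHO ldlA[mSR-BI] cells | medium = Ham's F12 with 0.5% BSA, HEPES 25 mM, pH 7.4 | reagent = fluorescent DiI-HDL, 10 µg/mL final | compound dosing = single-point compound dose | incubation = 3 h, 37 °C | measured by = bottom-read fluorescence, 550/595 nm | measure = HDL uptake via cellular fluorescence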
Rtt109 Vps75: inhibitors of C. albicans Rtt109/Vps75 HAT, primary screen, biochemical, ThioGlo CoA-SH fluorescence, plate reader; inhibition, % at 34.9 µM; AID 540336, 2011; purified Rtt109/Vps75, 4 h; 330,000 compounds, 0.16% hits; Histone acetyltransferase RTT109 (Candida albicans (strain SC5314 / ATCC MYA-2876)), …;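 active = inhibition of at least 50% in every replicate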
Numbers without * were called inactive; . = no result given.

SMILES	PKA-R2B act	CAL PDZ FP-1	Keap1 Nrf2 FP	C-LANA FP	RTF Ca sens inh	CAL PDZ FP-2	DAGLB inh	RTF Ca sens act	SR-BI DiI-HDL act	Rtt109 Vps75
COc1ccccc1/C=N/NC(=O)c1ccc(NC(=O)c2ccccc2Br)cc1	3	0	2	-0.9	0	-0.8	3	-2	-43	9
COc1ccc(-c2cc(C)no2)cc1S(=O)(=O)NCCCN1CCN(c2ccccc2)CC1	-2	-4	0	0.0	-3	-2.8	0	-8	-20	16
Cc1onc(-c2ccccc2)c1C(=O)N(Cc1ccccc1)C(C)C	1	-1	-1	0.4	-8	-2.6	-4	-2	4	-7
CC(C)COc1ccc(C(=O)N(CC(=O)Nc2ccccc2C(F)(F)F)Cc2ccco2)cc1	-1	3	2	1.2	-18	-2.0	-4	-14	-7	-4
CCN1CCN(c2sc(S(C)(=O)=O)nc2S(=O)(=O)c2ccc(C)cc2)CC1	-7	-4	-1	-1.2	2	-1.2	1	-7	14	16
Cc1ccc(NC(=O)CSc2ncnc3ccccc23)cc1S(=O)(=O)N1CCOCC1	7	-5	-2	0.7	2	-4.2	0	4	-32	7
CCOC(=O)c1c(C)[nH]c(C)c1S(=O)(=O)NCc1cc(C)ccc1C	-7	5	0	2.2	1	-1.7	-3	-4	4	-3
COc1ccc(N2C(=O)C3C(C2=O)C(C(=O)c2ccc(Cl)cc2)N2CCCC32)cc1 (centres undefined)	6	-2	-6	1.8	-19	-0.6	-1	19	.	0
O=C1C(=O)N(Cc2ccncc2)C(c2cccc(O)c2)/C1=C(\O)c1ccc2c(c1)OCCO2 (centres undefined)	-1	.	-5	0.3	-9	0.7	-2	3	27	7
NS(=O)(=O)c1ccc(F)c(C(=O)O)c1	7	-4	2	-2.3	-1	-0.5	-1	5	-11	6
N=c1sccn1CC(=O)Nc1cc(S(=O)(=O)N2CCCC2)ccc1Cl	-5	-4	-6	-0.9	-2	-4.1	-2	3	18	4
C=CCn1c(=O)c2ccccc2n2c(SCC(=O)NCC)nnc12	10	-1	2	-3.7	-2	0.1	2	-5	-10	4
Cc1nc(CCNC(=O)c2cc(COc3ccc(F)cc3Cl)on2)sc1C	8	-2	0	-2.3	-6	-0.6	0	3	-25	27
O=C(CN1CCOCC1)N1CCN(S(=O)(=O)c2ccccc2)C1c1ccccc1 (centres undefined)	2	.	2	0.4	3	-0.2	-1	-1	10	-5
O=C(Nc1ccccc1)N1CCn2c(nc3ccccc32)C1	0	-1	1	3.0	-8	-3.2	1	-3	19	1
CC(=O)Nc1nc(-c2cc([N+](=O)[O-])cs2)cs1	5	-4	2	0.5	1	-0.9	9	4	-14	.
O=C(C1CC(=O)N(c2ccc(Cl)cc2)C1)N1CCC(c2nc3ccccc3[nH]2)CC1 (centres undefined)	0	-2	-2	-0.2	-6	-2.2	1	2	-14	-1
COc1ccc(CC(=O)Nc2ccc(N(C)C)c3ccccc23)cc1	-6	.	0	-0.7	-14	0.7	0	0	7	-2
CCC(C)NC(=O)Nc1ccc(C)cc1C (centres undefined)	-7	0	-1	1.3	-8	-1.6	0	-6	10	.
COc1ccc(C(=O)Nc2sc3c(c2C(=O)NCc2ccco2)CCCC3)cc1OC	0	-7	3	-0.9	7	-2.6	0	-8	.	-31
CCC(CC)COC(=O)C(C#N)c1nc2ccccc2nc1N1CCN(CC)CC1 (centres undefined)	4	.	-3	0.3	-14	-2.5	0	6	-26	5
COCCN(C(=O)COC(=O)CSc1ccc(Cl)cc1)c1c(N)n(CC(C)C)c(=O)[nH]c1=O	-7	-11	-1	0.9	-8	-3.0	0	-6	15	0
CNC(=O)c1cc(C(=O)c2c(Cl)cccc2Cl)c[nH]1	6	0	3	-0.5	7	-1.4	-1	3	10	5
O=C(Cn1cnc([N+](=O)[O-])c1)Nc1ccc(F)c(Cl)c1	-6	-1	-1	-2.2	-1	-0.8	1	-4	30	-3
COc1cc(OC)cc(C(=O)Nc2nnc(Cc3ccc(OC)c(OC)c3)s2)c1	-3	-2	0	3.7	-6	0.8	0	-2	10	15
Cc1[nH]c(=O)[nH]c(=O)c1S(=O)(=O)N1CCN(c2ccccc2F)CC1	-2	-3	1	1.3	-3	-0.1	3	4	-3	-6
Cc1cccc(OCC(=O)Nc2ccccc2C(F)(F)F)c1	2	-1	-8	1.4	0	0.2	-17	-6	-16	-6
CCOC(=O)c1c(-c2ccccc2)csc1NC(=O)c1cc(-c2ccccc2OC)on1	-7	-3	-1	0.3	-8	-1.7	1	1	.	1
CCC(NC(=O)C1CCCC1)c1ccc(C)cc1 (centres undefined)	2	2	-4	-0.6	0	0.2	2	-7	0	-2
COc1cc(/C=N/NC(=O)c2cc(C3CC3)[nH]n2)cc(OC)c1OC	1	-14	4	-0.4	-9	-3.1	-2	-2	-26	-2
COc1cccc(CC(=O)Nn2c(C)nc3ccccc3c2=O)c1	2	-4	3	-2.7	-11	-1.1	1	4	13	-1
COc1ccc(OC)c(NC(=O)C(CC(=O)O)NCc2ccco2)c1 (centres undefined)	-7	.	-5	0.4	-2	1.0	1	-3	5	-1
Cc1cc(C)n(CC(O)COc2ccccc2)n1 (centres undefined)	6	3	-9	-0.4	2	.	2	16	-15	1
CC(=O)Nc1ccc(S(=O)(=O)C(C#N)c2nc3ccccc3nc2NCCO)cc1 (centres undefined)	-9	0	2	2.5	-5	-2.0	0	2	22	-148
CCn1c(SCc2ccc([N+](=O)[O-])cc2)nnc1C(C)NC(=O)c1ccc(C)cc1 (centres undefined)	-8	0	4	-0.3	-12	0.1	0	4	-29	-2
COc1ccc(Cn2c(-c3ccc(OC)c(O)c3)nc3ccccc32)cc1O	-1	-1	-4	-1.3	-12	-0.4	0	1	-4	16
Cc1ccc(S(=O)(=O)Oc2ccc(/C=C(/NC(=O)c3ccccc3)C(=O)NCC(=O)O)cc2)cc1	.	7	-3	-0.6	.	-1.0	.	.	20	25
O=C(CCC(=O)N1CCN(S(=O)(=O)c2ccc(Cl)cc2)CC1)Nc1ccc2ccccc2c1	-2	0	-2	-1.3	-5	-0.2	-2	15	12	0
CCN1C(=O)[C@@H]2[C@@H](c3ccc(-c4ccc(OC)cc4)cc3)N3CCCC[C@@]3(C(=O)OC)[C@@H]2C1=O	7	-1	-11	-4.5	-10	0.0	-3	1	-20	-8
O=[N+]([O-])c1cccc2nc3ccccc3c(NCCCn3ccnc3[N+](=O)[O-])c12	-10	2	1	1.6	4	-1.7	-2	-8	-3	4

The list goes on, overlapping the part above by 2 compounds.
SMILES	PKA-R2B act	CAL PDZ FP-1	Keap1 Nrf2 FP	C-LANA FP	RTF Ca sens inh	CAL PDZ FP-2	DAGLB inh	RTF Ca sens act	SR-BI DiI-HDL act	Rtt109 Vps75
CCN1C(=O)[C@@H]2[C@@H](c3ccc(-c4ccc(OC)cc4)cc3)N3CCCC[C@@]3(C(=O)OC)[C@@H]2C1=O	7	-1	-11	-4.5	-10	0.0	-3	1	-20	-8
O=[N+]([O-])c1cccc2nc3ccccc3c(NCCCn3ccnc3[N+](=O)[O-])c12	-10	2	1	1.6	4	-1.7	-2	-8	-3	4
CCc1nnc(NC(=O)CN2CCN(CC)CC2)s1	-5	0	-2	-3.4	6	-0.5	1	4	-20	4
CC1Oc2ccccc2C=C1/C=C1/SC(N2CCOCC2)=NC1=O (centres undefined)	-1	-2	-1	0.2	1	.	1	-3	-4	-23
O=C(COC(=O)c1ccc(Cl)s1)c1ccc[nH]1	2	-1	-11	-0.5	-5	-1.3	0	5	31	-6
CC(=O)N1CCN(S(=O)(=O)c2cccc(C(=O)N(C)Cc3ccc(C)o3)c2)CC1	-11	-10	1	0.9	-15	-1.1	3	0	7	-2
CCCCN1CN(S(=O)(=O)c2ccc(OC)cc2)c2nc3ccccc3nc21	2	.	-5	-2.3	-9	-1.0	1	0	-2	4
CC(C)(C)n1nc2c(c1NC(=O)c1ccccc1F)CS(=O)C2 (centres undefined)	-1	.	-4	1.2	-6	-0.9	0	2	-6	-14
COc1ccc(NC(=O)NNC(=O)CCc2ccc(O)c(O)c2)cc1OC	-2	2	0	1.4	-1	-2.0	-1	-3	20	-15
CCOc1ccccc1NC(=O)NC1(C(=O)NCC2CCCO2)CCCCC1 (centres undefined)	-7	-3	1	1.1	-3	-1.0	-1	-7	-12	-8
O=C(Nc1ccc(Cl)cn1)C1COc2ccccc2O1 (centres undefined)	-9	-2	-2	0.5	-5	-1.2	-16	16	-3	-5

Entries of single compounds from above:
`CC1Oc2ccccc2C=C1/C=C1/SC(N2CCOCC2)=NC1=O` (centres undefined) is entered as PKA-R2B act = -1; CAL PDZ FP-1 = -2; Keap1 Nrf2 FP = -1; C-LANA FP = 0.2; RTF Ca sens inh = 1; CAL PDZ FP-2 = .; DAGLB inh = 1; RTF Ca sens act = -3; SR-BI DiI-HDL act = -4; Rtt109 Vps75 = -23
`O=C(COC(=O)c1ccc(Cl)s1)c1ccc[nH]1` is entered as PKA-R2B act = 2; CAL PDZ FP-1 = -1; Keap1 Nrf2 FP = -11; C-LANA FP = -0.5; RTF Ca sens inh = -5; CAL PDZ FP-2 = -1.3; DAGLB inh = 0; RTF Ca sens act = 5; SR-BI DiI-HDL act = 31; Rtt109 Vps75 = -6
`CCOc1ccccc1NC(=O)NC1(C(=O)NCC2CCCO2)CCCCC1` (centres undefined) is entered as PKA-R2B act = -7; CAL PDZ FP-1 = -3; Keap1 Nrf2 FP = 1; C-LANA FP = 1.1; RTF Ca sens inh = -3; CAL PDZ FP-2 = -1.0; DAGLB inh = -1; RTF Ca sens act = -7; SR-BI DiI-HDL act = -12; Rtt109 Vps75 = -8
